Screening results (PubChem BioAssay)
ARFGAP1 inh – rat ARFGAP1 inhibition | inhibition, % at 16.5 µM | hit rate 0.26% among 360,000 | Arfgap1-stimulated ARF1 GTP hydrolysis, GDP FP detection | Q62848 | AID 651572;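 active = inhibition above a per-plate limit, mean inhibition of low control wells plus 3 SD, cut at about 25% in these data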;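 note: 0% = DMSO wells with enzyme and 100% = wells lacking Arfgap1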
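Material: truncated rat Arfgap1 GAP domain; Incubation: compound-enzyme preincubation 20 min, reaction 120 min, detection 60 min, 25 °C; Read-out: percent inhibition of Arfgap1-stimulated GTP hydrolysis; Technique: FP, GDP Alexa 633 tracer displaced from anti-GDP antibody, 620/688 nm; Controls: No-Arfgap1 wells (100%) versus DMSO full-reaction wells (0%); Replication: single well per compound.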
NPR2 activator – GC-B (human) receptor activation | P20594 | HEK293-GC-B cells, CNP EC30, cGMP TR-FRET; 0% at EC30 CNP, 100% saturating CNP | activation, % at 10 µM | hit rate 0.11% among 370,000 | AID 1920062;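 active = activation at 10 µM reaching about 35% in either raw or pattern-adjusted values, limit read from the data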
Target sequence (P20594 whole entry, looked up): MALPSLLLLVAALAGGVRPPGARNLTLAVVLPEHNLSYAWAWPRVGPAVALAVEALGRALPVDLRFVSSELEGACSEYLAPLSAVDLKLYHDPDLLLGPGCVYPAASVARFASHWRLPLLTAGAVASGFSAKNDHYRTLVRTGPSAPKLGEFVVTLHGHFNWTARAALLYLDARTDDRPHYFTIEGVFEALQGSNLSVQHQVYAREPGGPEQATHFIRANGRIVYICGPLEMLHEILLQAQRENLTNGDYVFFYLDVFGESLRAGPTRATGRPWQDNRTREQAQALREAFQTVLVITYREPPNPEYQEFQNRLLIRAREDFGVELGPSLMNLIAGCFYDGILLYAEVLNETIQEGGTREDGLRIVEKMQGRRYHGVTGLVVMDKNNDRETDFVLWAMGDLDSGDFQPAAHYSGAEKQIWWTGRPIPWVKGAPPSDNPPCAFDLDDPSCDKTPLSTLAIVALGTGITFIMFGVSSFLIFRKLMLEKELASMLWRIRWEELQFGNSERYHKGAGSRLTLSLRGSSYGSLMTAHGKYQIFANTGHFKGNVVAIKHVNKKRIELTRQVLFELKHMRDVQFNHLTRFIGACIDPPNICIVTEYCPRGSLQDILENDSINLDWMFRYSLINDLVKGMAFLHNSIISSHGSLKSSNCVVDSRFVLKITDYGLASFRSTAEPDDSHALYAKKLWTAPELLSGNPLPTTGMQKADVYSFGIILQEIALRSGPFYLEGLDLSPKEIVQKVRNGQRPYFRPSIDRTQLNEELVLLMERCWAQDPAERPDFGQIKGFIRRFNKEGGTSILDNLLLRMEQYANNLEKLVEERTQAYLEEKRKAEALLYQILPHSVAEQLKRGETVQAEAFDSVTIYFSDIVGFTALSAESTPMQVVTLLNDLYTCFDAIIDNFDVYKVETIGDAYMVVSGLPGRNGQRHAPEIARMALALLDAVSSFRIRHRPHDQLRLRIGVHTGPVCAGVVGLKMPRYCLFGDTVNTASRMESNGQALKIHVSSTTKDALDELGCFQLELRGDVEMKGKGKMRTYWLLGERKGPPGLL
HGIII-sPLA2 inh – Blocks human group III sPLA2 activity | AID 743126 | QFRET BODIPY PC-A2 liposome hydrolysis, fluorescence | hit rate 0.56% among 370,000 | Q9NZ20 | inhibition, % at 12.2 µM;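 active = inhibition above mean plus 3 SD of compounds lying within the high and low control bounds, cut at about 19% in these data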;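 note: 0% = median of test compound wells and 100% = no enzyme DMSO wells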
ASAP1 inh – inhibitors of human ASAP1 ArfGAP activity; hit rate 0.19% among 360,000; inhibition, % at 16.5 µM; ASAP1-stimulated ARF1 GTP hydrolysis, GDP FP detection; Q9ULH1; in the data active = inhibition above about 25%;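 note: 0% = vehicle with enzyme and substrate and 100% = no enzyme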
ADAM10 inh – inhibitors of human ADAM10; O14672; recombinant ADAM10, EDANS/DABCYL FRET peptide cleavage, 3 h; inhibition, % at 7 µM; hit rate 0.62% among 370,000;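 active = inhibition above a per-campaign cutoff equal to the mean of compounds falling between control-based bounds plus 3 SD, cut at about 20% in these data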;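 note: 0% = DMSO wells while the 100% control is not disclosed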
rCAG RNA binder – binds r(CAG) RNA repeats | r(CAG) RNA repeat, TO-PRO-1 dye displacement fluorescence | inhibition, % at 3 µM | hit rate 1.3% among 370,000;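 active = inhibition above the plate cutoff, the mean of all test compounds on that plate plus 3 SD, cut at about 35% in these data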;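 note: 0% = DMSO alone and 100% = 100 µM mitoxantrone as full dye displacement; higher means more dye released from RNA so lower well fluorescence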
NPR1 activator – GC-A (human) enzyme activation; P16066; HEK293 GC-A cells, cGMP TR-FRET, EC30 ANP; 0% at EC30 ANP, 100% saturating ANP; activation, % at 10 µM; hit rate 0.14% among 370,000; in the data active = activation above about 40%
DDE Tn6 FP inh – inhibitors of Tn6 peptide binding to human fibrin DD(E); Fibrin DD(E) TRITC-Tn6 fluorescence polarization displacement; inhibition, % at 8.3 µM; P02675; hit rate 0.21% among 370,000;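 active = inhibition above a per-campaign cutoff: mean of compounds within control limits plus 3 SD, cut at about 15% in these data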;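 note: 0% = median of all compound wells on the plate and 100% = blocking peptide control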
FXN GAA850 act – increases GAA850 frataxin promoter reporter activity. HEK293 lucGAA850 FXN promoter luciferase reporter, 24 h; percent of 10 µM SAHA response. activation, % at 6 µM. hit rate 0.56% among 360,000;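 active = activation above the average of all compounds screened plus 3 SD, cutoff fixed separately per campaign, cut at about 7.5% in these data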;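 note: 0% = DMSO wells and 100% = 10 µM SAHA wells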
proKLK7 act – activators of human kallikrein-7 zymogen. hit rate 0.9% among 370,000. activation, % at 7 µM. purified proKLK7, EDANS-DABCYL substrate fluorescence; 100% is mature enzyme control, 0% vehicle. P49862;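 active = activation above the mean of all tested compounds plus 3 SD, computed per campaign excluding outliers beyond control limits, cut at about 13% in these data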
The depositor's hits bear a star. An unsorted share of the library. About 4.5% of those tested had a hit in this group.

Results for COc1ccc(S(=O)(=O)N2CCC[C@H]2C(=O)N2CCC[C@H]2C(=O)N(C)Cc2ccccc2)cc1C ?
ARFGAP1 inh: 1.6; NPR2 activator: -11.8; HGIII-sPLA2 inh: 5.8; ASAP1 inh: -19.7; ADAM10 inh: 5.0; rCAG RNA binder: 0.1; NPR1 activator: -8.1; DDE Tn6 FP inh: 2.2; proKLK7 act: -0.3

Results for CCN(C(=O)COC(=O)c1ccc(-n2c(C)ccc2C)cc1)c1c(N)n(Cc2ccccc2)c(=O)[nH]c1=O ?
ARFGAP1 inh: 0.9; NPR2 activator: 4.2; HGIII-sPLA2 inh: -3.0; ASAP1 inh: -11.9; ADAM10 inh: -11.3; rCAG RNA binder: 14.3; NPR1 activator: -1.2; DDE Tn6 FP inh: 1.1; FXN GAA850 act: 1.6; proKLK7 act: 0.7

How did Cc1ccccc1NC(=O)C1CCCN(S(=O)(=O)c2cccc3cccnc23)C1 (stereo not given) do in these assays?
ARFGAP1 inh: -2.3; NPR2 activator: 1.8; HGIII-sPLA2 inh: -3.0; ASAP1 inh: -0.1; ADAM10 inh: -3.7; rCAG RNA binder: 2.3; NPR1 activator: 3.5; DDE Tn6 FP inh: 3.6; FXN GAA850 act: -1.2; proKLK7 act: 0.5

What do the screens show for `CN(C)C(CNC(=O)NC1CCCCC1)c1cccnc1` (stereo not given)?
ARFGAP1 inh: -9.9; NPR2 activator: 0.0; HGIII-sPLA2 inh: 3.2; ASAP1 inh: -3.5; ADAM10 inh: -3.9; rCAG RNA binder: -2.5; NPR1 activator: 3.0; DDE Tn6 FP inh: -2.5; FXN GAA850 act: -1.4; proKLK7 act: -0.2

Results for Cc1ccccc1-n1c(-c2ccc(=O)[nH]n2)n[nH]c1=S ?
ARFGAP1 inh: -10.7; NPR2 activator: -1.6; HGIII-sPLA2 inh: -0.8; ASAP1 inh: -14.7; ADAM10 inh: -1.0; rCAG RNA binder: 0.2; NPR1 activator: 0.4; DDE Tn6 FP inh: -1.3; FXN GAA850 act: 0.3; proKLK7 act: 0.0

What do the screens show for `COc1ccc(C(=O)N2CCC(O)(c3ccc(F)cc3)CC2)cc1OC`?
ARFGAP1 inh: 4.6; NPR2 activator: -2.1; HGIII-sPLA2 inh: 2.1; ASAP1 inh: 6.3; ADAM10 inh: 8.2; rCAG RNA binder: -3.5; NPR1 activator: 3.6; DDE Tn6 FP inh: -4.3; FXN GAA850 act: 0.7; proKLK7 act: -2.0

Results for COc1ccccc1-c1sc2cc3c(cc2c1-c1ccc(OCCN2CCCCC2)cc1)OCO3 ?
ARFGAP1 inh: 3.8; NPR2 activator: -4.0; HGIII-sPLA2 inh: 0.6; ASAP1 inh: 5.0; ADAM10 inh: -81.2; rCAG RNA binder: 2.8; NPR1 activator: 0.2; DDE Tn6 FP inh: -3.2; FXN GAA850 act: 0.2; proKLK7 act: -14.6

What do the screens show for `Cc1noc(C)c1COC(=O)CCc1ccc(S(=O)(=O)N2CCCCC2)cc1`?
ARFGAP1 inh: -8.3; NPR2 activator: 2.4; HGIII-sPLA2 inh: -6.7; ASAP1 inh: -3.3; ADAM10 inh: -0.1; rCAG RNA binder: -4.5; NPR1 activator: 4.6; DDE Tn6 FP inh: 6.8; FXN GAA850 act: -0.6; proKLK7 act: -0.5

Results for COC(=O)[C@]12C[C@H](CC(=O)NCCCCc3ccccc3)C(=O)N(Cc3ccco3)C1=C[C@H](C(C)(C)C)O[C@@H]2C ?
NPR2 activator: -17.5; HGIII-sPLA2 inh: -18.9; ADAM10 inh: 19.0; rCAG RNA binder: -0.1; NPR1 activator: -20.8; DDE Tn6 FP inh: 4.2; proKLK7 act: 0.1

What do the screens show for `Cc1ccc2c(c1)[C@H]1[C@H](CO2)[C@H](c2ccccc2)[C@]2(C)C(=O)Nc3ccc(Br)cc3C(=O)N12`?
ARFGAP1 inh: -19.4; NPR2 activator: 1.7; HGIII-sPLA2 inh: -1.1; ASAP1 inh: 8.0; ADAM10 inh: 19.5; rCAG RNA binder: 14.8; NPR1 activator: -8.8; DDE Tn6 FP inh: -10.7; FXN GAA850 act: -9.7; proKLK7 act: -1.3

What do the screens show for `Cc1ccc(S(=O)(=O)N2CCCCC2)cc1C(=O)N(CCc1ccccc1)Cc1ccccc1`?
ARFGAP1 inh: 1.9; NPR2 activator: -1.9; HGIII-sPLA2 inh: 1.0; ASAP1 inh: 13.7; ADAM10 inh: -0.9; rCAG RNA binder: 4.8; NPR1 activator: -4.2; DDE Tn6 FP inh: -2.5; FXN GAA850 act: -2.9; proKLK7 act: -0.8

How did CCc1nnc(NC(=O)CSc2nnc(-c3ccc(NS(=O)(=O)c4ccccc4)cc3)o2)s1 do in these assays?
ARFGAP1 inh: 1.2; NPR2 activator: 2.5; HGIII-sPLA2 inh: -10.3; ASAP1 inh: 0.2; ADAM10 inh: -8.2; rCAG RNA binder: 32.8; NPR1 activator: -4.6; DDE Tn6 FP inh: 4.1; FXN GAA850 act: 0.4; proKLK7 act: 0.4

Results for CCNC(=O)CN(C1CCCCC1)S(=O)(=O)c1ccc(F)cc1 ?
ARFGAP1 inh: 15.5; NPR2 activator: -1.5; HGIII-sPLA2 inh: 3.5; ASAP1 inh: 0.3; ADAM10 inh: -0.5; rCAG RNA binder: -5.9; NPR1 activator: 1.2; DDE Tn6 FP inh: 1.0; FXN GAA850 act: 2.3; proKLK7 act: -0.2

Results for CC(C)(C)c1nc2c(s1)CCc1onc(-c3ccc(Br)cc3)c1-2 ?
ARFGAP1 inh: -8.8; NPR2 activator: -0.8; HGIII-sPLA2 inh: -1.0; ASAP1 inh: -24.2; ADAM10 inh: 1.7; rCAG RNA binder: 8.0; NPR1 activator: -4.8; DDE Tn6 FP inh: 9.3; FXN GAA850 act: 0.0; proKLK7 act: 0.1

How did CN(C)S(=O)(=O)c1cccc(NC(=O)CN2C(=O)NC(CCc3ccccc3)C2=O)c1 (stereo not given) do in these assays?
ARFGAP1 inh: -3.2; NPR2 activator: 4.5; HGIII-sPLA2 inh: -17.7; ASAP1 inh: 7.8; ADAM10 inh: 6.7; rCAG RNA binder: 3.3; NPR1 activator: -2.8; DDE Tn6 FP inh: -7.2; FXN GAA850 act: 2.1; proKLK7 act: 0.3

Results for C[C@H]1CN([C@@H](C)CO)C(=O)CCCn2cc(nn2)CO[C@@H]1CN(C)C(=O)C1CCCCC1 ?
ARFGAP1 inh: 1.5; NPR2 activator: -4.1; HGIII-sPLA2 inh: 4.1; ASAP1 inh: -2.4; ADAM10 inh: -4.8; rCAG RNA binder: 0.0; NPR1 activator: 0.4; DDE Tn6 FP inh: 4.9; FXN GAA850 act: -0.6; proKLK7 act: 0.3

What do the screens show for `CCOC(=O)C1=C(C)N(CCCCCC(=O)O)C(=O)NC1c1ccccc1OS(=O)(=O)c1ccc(C)cc1` (stereo not given)?
ARFGAP1 inh: -4.0; NPR2 activator: 3.6; HGIII-sPLA2 inh: -10.2; ASAP1 inh: 4.7; ADAM10 inh: -3.0; rCAG RNA binder: 26.6; NPR1 activator: 0.1; DDE Tn6 FP inh: -0.7; FXN GAA850 act: 1.8; proKLK7 act: -0.1

What do the screens show for `Cc1cc(C)c(CSc2ncnc3nc[nH]c23)c(C)c1`?
ARFGAP1 inh: -4.3; NPR2 activator: 6.8; HGIII-sPLA2 inh: -36.8; ASAP1 inh: 11.6; ADAM10 inh: 3.5; rCAG RNA binder: -2.3; NPR1 activator: 0.1; DDE Tn6 FP inh: 5.4; FXN GAA850 act: 0.2; proKLK7 act: -0.1

Results for Cc1ccc(C(=O)/C=C/Nc2ccc3c(c2)OCO3)cc1 ?
ARFGAP1 inh: 3.3; NPR2 activator: -2.3; HGIII-sPLA2 inh: -6.4; ASAP1 inh: 0.1; ADAM10 inh: -14.1; rCAG RNA binder: -2.0; NPR1 activator: 6.3; DDE Tn6 FP inh: -3.2; FXN GAA850 act: 3.7; proKLK7 act: 0.5

Results for CCc1nn2cc(C(=O)c3cc(Cl)ccc3O)cnc2c1-c1ccc(F)cc1 ?
ARFGAP1 inh: 14.4; NPR2 activator: 11.9; HGIII-sPLA2 inh: -14.9; ASAP1 inh: 16.0; ADAM10 inh: -2.0; rCAG RNA binder: 2.3; NPR1 activator: 6.6; DDE Tn6 FP inh: -0.7; FXN GAA850 act: 0.1; proKLK7 act: 0.2

What do the screens show for `Cc1cc2nc(=O)c(/C=C3\C=Nc4ccccc43)c(N)n2o1`?
ARFGAP1 inh: 9.7; NPR2 activator: -6.2; HGIII-sPLA2 inh: -9.1; ASAP1 inh: -9.2; ADAM10 inh: -3.5; rCAG RNA binder: 8.8; NPR1 activator: -2.8; DDE Tn6 FP inh: 2.0; FXN GAA850 act: 1.6; proKLK7 act: 3.5

How did Cn1c(=O)n(C/C=C/c2ccccc2)c(=O)c2c1nc1n2CCCN1c1ccc(F)cc1 do in these assays?
ARFGAP1 inh: 8.4; NPR2 activator: 12.4; HGIII-sPLA2 inh: -1.0; ASAP1 inh: 0.3; ADAM10 inh: -4.0; rCAG RNA binder: -3.8; NPR1 activator: 4.0; DDE Tn6 FP inh: 0.8; FXN GAA850 act: 0.7; proKLK7 act: -0.3

What do the screens show for `COc1ccc(S(=O)(=O)n2nc(-n3c(C)ccc3C)c3c(F)cccc32)cc1OC`?
ARFGAP1 inh: 12.2; NPR2 activator: -1.4; HGIII-sPLA2 inh: -10.6; ASAP1 inh: 18.9; ADAM10 inh: 0.4; rCAG RNA binder: 0.0; NPR1 activator: -5.5; DDE Tn6 FP inh: -9.0; FXN GAA850 act: 2.3; proKLK7 act: -0.8

What do the screens show for `COc1cccc(NC(=O)CN(C)C(=O)c2cc(Cl)nc3ccccc23)c1`?
ARFGAP1 inh: -1.7; NPR2 activator: 1.9; HGIII-sPLA2 inh: -10.4; ASAP1 inh: 14.3; ADAM10 inh: 2.4; rCAG RNA binder: 2.4; NPR1 activator: 3.1; DDE Tn6 FP inh: 1.1; FXN GAA850 act: 2.0; proKLK7 act: 0.8

How did O=C(c1ccc([N+](=O)[O-])o1)N1CCCCCC1 do in these assays?
ARFGAP1 inh: -9.1; NPR2 activator: -2.7; HGIII-sPLA2 inh: 3.0; ASAP1 inh: -5.6; ADAM10 inh: -1.4; rCAG RNA binder: 3.1; NPR1 activator: -2.4; DDE Tn6 FP inh: 11.7; FXN GAA850 act: -0.4; proKLK7 act: 0.4

Results for O=C(NCCc1ccccc1)C1CCN(S(=O)(=O)c2cccnc2)CC1 ?
ARFGAP1 inh: -16.2; NPR2 activator: 0.4; HGIII-sPLA2 inh: 13.2; ASAP1 inh: 4.8; ADAM10 inh: -7.2; rCAG RNA binder: 1.1; NPR1 activator: -1.7; DDE Tn6 FP inh: -5.5; FXN GAA850 act: -0.6; proKLK7 act: -0.1

What do the screens show for `Cc1cc(C)n(-c2cc(Cl)cc(Cl)c2)c(=O)c1C#N`?
ARFGAP1 inh: 10.2; NPR2 activator: -4.1; HGIII-sPLA2 inh: -1.9; ASAP1 inh: -10.0; ADAM10 inh: -9.9; rCAG RNA binder: -0.1; NPR1 activator: 4.7; DDE Tn6 FP inh: -6.2; FXN GAA850 act: -1.4; proKLK7 act: -0.8
